POLH inh = inhibitors of human DNA polymerase eta; recombinant Pol eta, fluorescent DNA replication assay; Potency, µM (series often up to 114 µM), without a hit: at the highest dose activity change, negative = inhibition, most hits filed as inhibitors; actives 1.2% (n = 390,000); note: % is set by controls: 0 for no effect and ±100 for the full control effect
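Fluorescent replication assay: 50 nM final substrate added after a 15 min room-temperature compound preincubation with 10 nM enzyme. Signal taken at 0 min and again at 10 min.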
APEX1 inh = inhibitors of human APE1 endonuclease | Potency, µM (highest dose often 65.8 µM), without a hit: top-dose activity change, negative = inhibition, hits mostly inhibitors | actives 0.35% (n = 350,000) | AID 2517 | recombinant APE1, TAMRA/BHQ-2 abasic DNA cleavage fluorescence;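 note: plate controls were vehicle for no effect and reference inhibitor for full effect; nearly all actives have a fitted effect of over 55% in size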
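Enzyme (0.75 nM final) and test compound are incubated 15 min at room temperature before adding 50 nM quenched THF abasic-site duplex. Cleavage dequenches TAMRA, followed at 525/598 nm over three reads one minute apart.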
JMJD2A Tudor = inhibitors of human JMJD2A Tudor domain | Potency, µM (series often up to 114 µM), for the others: top-dose activity change, negative = inhibition, hits mostly inhibitors | O75164 | actives 4.4% (n = 390,000) | AlphaScreen JMJD2A-Tudor / H3K4me3 peptide binding; note: % is set by controls: 0 for no effect and ±100 for the full control effect; nearly all actives have a fitted effect of over 50% in size
Target sequence (O75164 whole entry, looked up, the tested form may be a part): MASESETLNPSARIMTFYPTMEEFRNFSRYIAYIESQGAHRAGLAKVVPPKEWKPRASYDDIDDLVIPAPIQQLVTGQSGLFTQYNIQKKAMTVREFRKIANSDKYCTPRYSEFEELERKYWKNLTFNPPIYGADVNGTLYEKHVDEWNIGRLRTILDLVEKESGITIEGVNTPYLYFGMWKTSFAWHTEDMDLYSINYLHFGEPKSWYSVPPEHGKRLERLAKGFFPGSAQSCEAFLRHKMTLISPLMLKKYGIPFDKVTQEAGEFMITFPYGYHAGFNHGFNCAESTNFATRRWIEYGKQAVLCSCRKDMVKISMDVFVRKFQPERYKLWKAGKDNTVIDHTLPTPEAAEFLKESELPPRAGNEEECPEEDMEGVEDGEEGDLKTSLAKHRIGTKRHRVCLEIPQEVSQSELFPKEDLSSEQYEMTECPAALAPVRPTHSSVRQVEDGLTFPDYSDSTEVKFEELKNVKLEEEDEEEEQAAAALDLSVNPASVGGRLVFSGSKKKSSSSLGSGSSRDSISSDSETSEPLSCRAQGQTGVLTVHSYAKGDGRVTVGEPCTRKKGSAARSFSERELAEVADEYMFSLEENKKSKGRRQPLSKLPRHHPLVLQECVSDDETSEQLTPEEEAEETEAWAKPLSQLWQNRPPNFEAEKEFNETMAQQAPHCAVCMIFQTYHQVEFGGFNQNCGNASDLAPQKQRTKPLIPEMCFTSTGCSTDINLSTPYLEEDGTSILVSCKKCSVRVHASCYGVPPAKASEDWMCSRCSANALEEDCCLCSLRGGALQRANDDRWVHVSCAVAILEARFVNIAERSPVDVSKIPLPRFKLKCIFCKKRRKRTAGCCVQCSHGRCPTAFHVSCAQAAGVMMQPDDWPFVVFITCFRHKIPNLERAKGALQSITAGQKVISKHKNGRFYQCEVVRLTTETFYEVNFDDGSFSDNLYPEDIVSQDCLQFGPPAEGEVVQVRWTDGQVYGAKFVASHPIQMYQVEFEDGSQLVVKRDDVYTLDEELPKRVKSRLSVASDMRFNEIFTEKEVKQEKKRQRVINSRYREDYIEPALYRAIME
Pol iota inh = blocks human DNA polymerase iota activity; Q9UNA4; Pol iota fluorescent replication assay, 10 min; Potency, µM (doses to about 115 µM), without a hit: at the highest dose activity, negative = inhibition, actives largely listed as inhibitors; actives 1% (n = 390,000)
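Pol iota at 10 nM preincubated 15 min with compounds at room temperature; reaction started with fluorescent substrate, 50 nM final. Fluorescence read kinetically at 0 and 10 min; buffer-only wells as negative control.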
G9a block = inhibitors of human histone lysine methyltransferase G9a | Q96KQ7 | G9a H3K9 monomethylation, AlphaScreen, 2 h | Potency, µM (series often up to 102 µM), for inactives: at the highest dose activity, negative = inhibition, hits mostly inhibitors | actives 8.8% (n = 350,000); note: % is set by controls: 0 for no effect and ±100 for the full control effect; nearly all actives have a fitted effect of over 75% in size
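Signal arises when biotinylated H3K9 peptide, once monomethylated, bridges streptavidin donor and antibody-captured acceptor beads. Enzyme at 20 nM was preincubated 15 min with test compounds; peptide 500 nM and SAM 20 uM then reacted for 2 h.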
Pol kappa inh = DNA polymerase kappa (human) inhibition; Q9UBT6; purified Pol kappa, fluorescent DNA synthesis assay, 10 min; Potency, µM (top dose mostly 107 µM), inactives show at the top dose activity, negative = inhibition, hits mostly inhibitors; actives 0.53% (n = 400,000); AID 588579; note: % is set by controls: 0 for no effect and ±100 for the full control effect
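Inhibition of 10 nM Pol kappa is measured by a fluorescent read-out at 0 and 10 min following addition of 50 nM substrate (final), with a 15-min room-temperature compound preincubation.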
Pol beta inh = inhibitors of human DNA polymerase beta; P06746; Pol beta primer extension/strand displacement, fluorescence kinetic; Potency, µM (highest dose often 114 µM), without a hit: at the highest dose activity change, negative = inhibition, usual class: inhibitors; actives 1.3% (n = 340,000); AID 485314; note: % is set by controls: 0 for no effect and ±100 for the full control effect
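Pol beta (10 nM) was preincubated with compound for 15 min at room temperature. The reaction was then started with 50 nM substrate and read immediately and after a further 10 min at room temperature.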
BLM inh = Bloom syndrome helicase (human) inhibition; Potency, µM (highest dose often 56.1 µM), for inactives: at the highest dose activity change, negative = inhibition, actives largely listed as inhibitors; actives 0.2% (n = 350,000); recombinant BLM DNA unwinding, fluorescence dequenching; P54132; AID 2528;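 note: plate controls were vehicle for no effect and no enzyme for full effect; nearly all actives have a fitted effect of over 35% in size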
BAZ2B block = blocks human BAZ2B. Q9UIF8. AlphaScreen BAZ2B-H3K14Ac peptide displacement. AID 504333. actives 4.4% (n = 360,000). Potency, µM (titrated, usually from 114 µM), inactives show at the top dose activity change, negative = inhibition, hits mostly inhibitors; note: % is set by controls: 0 for no effect and ±100 for the full control effect; nearly all actives have a fitted effect of over 60% in size
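Protein-peptide AlphaScreen: BAZ2B 50 nM, b-H3K14Ac 50 nM, 1x PBS pH 7.4 + 0.01% Tween-20. Preincubation 30 min RT; cpd 30 min RT (top 110 uM); beads 20 min RT, light-protected.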
Numbers without * were called inactive; ? = inconclusive; / = no result given; & = joins results of further samples; [ ] = dose if it differs, or a comment. Calls come from the whole dose curve; as a rule, active = well fitted curve in the direction sought with a large enough effect; inconclusive = small, poorly fitted or top-dose-only effect, or another doubt; inactive = no such curve, though single readings can be large; an effect the other way counts as inactive or inconclusive. Potency is the fitted concentration of half-maximal effect. Some of the compounds tested; rates above refer to the full screens.

The line under a structure holds: POLH inh, APEX1 inh, JMJD2A Tudor, Pol iota inh, G9a block, Pol kappa inh, Pol beta inh, BLM inh, BAZ2B block
CNc1nc2ccccc2n1N
 : -19%, 1%, -3%, -18%, -18%[59 µM], -4%, 2%, -10%, 9%
CCn1c(/C=C2\C(=O)N(C(C)C)c3ccccc32)nc2ccccc2c1=O
 : 0%, 3%, -7%[11.4 µM], ?, 3%[12.7 µM], -8%, 1%, -10%, 40µM*
COc1cc(/C=N/NC(=O)c2csc3c2CCCC3)cc(OC)c1O
 : -13%, 1%, -9%, -1%, ?, -4%, 1%, -4%, 1%
O=C1CCC(/C=C/c2ccccc2)=NN1Cc1ccccc1Cl
 : -20%, -6%, 38%[activator], -8%, 60%[activator], -24%, -3%, -8%, 18%
O=C1CC(c2ccc(Cl)cc2)c2cc3c(cc2N1)OCCO3 (stereo not given)
 : -18%, /, -35%, 47%[activator], -27%[59 µM], -10%, -12%, -6%, -35%
CCNC(=S)NNC(=O)c1c(Cl)c(C)nn1C
 : -1%, 0%, -6%, 22%, 0%[59 µM], 0%, 2%, 5%, 10%
CCc1ccc(C(=O)NCc2ccc(Cl)cc2)cc1
 : -13%, 10%, -6%, -21%, 11%[59 µM], -1%, 26%, 1%, -4%
Cc1ccc(N(CC(=O)N2CCOCC2)S(C)(=O)=O)cc1C
 : -12%, -1%, -15%, 20%, -8%[59 µM], -7%, 2%, 1%, 7%
Cc1cc(C)n(-c2nnc(Nc3ccc(C(C)C)cc3)c3ccccc23)n1
 : /, /, -7%, 10%, 36%[59 µM], -8%[60.1 µM], 9%, -9%, 4%
O=[N+]([O-])c1ccc2c(c1)Cc1cc(F)ccc1-2
 : -11%, /, -7%, -2%, /, 7%, /, /, /
CC(C)=CCN1CCN(Cc2cccn2-c2ccccn2)CC1CCO (stereo not given)
 : -3%, 1%, -27%, 170%[activator], /, -3%, 4%, 1%, ?
COc1ccc(CNCc2c(C(=O)O)c(C)n(Cc3ccccc3C)c2C)c(OC)c1
 : -14%, /, -32%, -19%, -24%[59 µM], -7%, 6%, 2%, ?
COc1ccc(CNC(=O)CSc2nccn(-c3ccc(F)c(F)c3)c2=O)cc1
 : -10%, 21%, -3%, 29%, ?, -1%, /, /, -10%
O=C(c1cccs1)N(c1ccc(Cl)cc1)C1C=CS(=O)(=O)C1 (stereo not given)
 : 1%, -3%, -3%, 8%, -19%, -10%, -17%, -1%, -13%
Cc1ccc(CNC(=O)C2c3ccccc3C(=O)N3CCc4ccccc4C23)o1 (stereo not given)
 : -6%, -3%, -20%, ?, 32µM*, -20%, 41%, -20%, ?

Next part:
The line under a structure holds: POLH inh, APEX1 inh, JMJD2A Tudor, Pol iota inh, G9a block, Pol kappa inh, Pol beta inh, BLM inh, BAZ2B block
O=C(COc1ncnc2ccc(Br)cc12)Nc1ccc(N2CCOCC2)cc1
 : -9%, -1%, -14%, 32%[activator], 17%, -8%, -2%, -6%, -1%
CCOC(=O)c1oc2c(CN3CCCCC3C)c(O)ccc2c(=O)c1-c1ccc(OC)c(OC)c1 (stereo not given)
 : 2%, -4%, -10%, 22%, -3%[12.7 µM], -1%, -18%, 0%, -5%
COc1ccc(-n2c(C)ccc2C)c([N+](=O)[O-])c1
 : -21%, -1%, ?, 54%[activator], /, -9%, -9%, -6%, ?
O=C(O)C(CCCCNS(=O)(=O)c1ccc(F)cc1)NS(=O)(=O)c1ccc(F)cc1 (stereo not given)
 : ?, 18%&7%, -14%&11%, 24%&4%, 39%&1%[activator], -20%&0%, ?, -6%&-7%, -7%&-2%
Cc1cccc(C(=O)NCCN(C)C)c1
 : 0%, 2%, -7%, 17%, 22%, -4%, 13%, 1%, 12%
O=C(NCc1ccc(F)cc1)C(c1ccncc1)N(C(=O)c1csnn1)C1CC1 (stereo not given)
 : -2%, -6%, -26%, 4%, -6%, -5%, 42%, -1%, 8%
O=C(CCC(=O)N1CCOc2ccccc21)NCCCN1CCN(Cc2ccccc2)CC1
 : 1%, 43%[activator], -23%, 18%, 15%, -5%, 7%, 0%, -17%
COc1ccc(NC(=O)CS(=O)(=O)c2ccc(F)cc2)cc1
 : -25%, 16%, -1%, 15%, 21%, 0%, 7%, 1%, -1%
COc1ccc(-c2nnn(CC(=O)NCCc3c[nH]c4ccccc34)n2)cc1OC
 : -18%, 0%, -21%, 0%, 14%[0.0925 µM], -16%, 7%, -5%, ?
CCCNC(=O)c1ccc(Cn2c(SCC(=O)NC(C)C)nc3ccccc3c2=O)cc1
 : -8%, /, -9%, 0%, 1%[59 µM], -3%[60.1 µM], -6%, -2%, 0%
O=C(NCc1ccncc1)C(=O)NCC1OCCN1S(=O)(=O)c1ccc(F)cc1 (stereo not given)
 : -11%, -18%, -10%, 33%[activator], ?, -8%, -20%, -4%, -21%
NC(=O)c1ccccc1N(Cc1ccccc1)S(=O)(=O)c1ccccc1
 : -10%, 4%, -8%, 53%[activator], -43%, -13%, 0%, -5%, -1%
NS(=O)(=O)c1cc(C(=O)Nc2ccc3c(c2)OCCCO3)ccc1Cl
 : -2%, -14%, -24%, 27%, 17%, -4%, 25%, -4%, -3%
Cc1cccc[n+]1CC(=O)Nc1ccc([N+](=O)[O-])cc1Cl
 : -4%, 4%, -14%, ?, -2%, -3%, 15%, -1%, 1%
COc1ccc(S(=O)(=O)n2nc(-c3ccc(Cl)cc3)cc2N)cc1OC
 : -21%, 0%, -13%, -14%, 14%, -1%, 17%, -5%, -4%

The list continues.
The line under a structure holds: POLH inh, APEX1 inh, JMJD2A Tudor, Pol iota inh, G9a block, Pol kappa inh, Pol beta inh, BLM inh, BAZ2B block
COc1ccc(-c2cc(C(F)(F)F)nc(SCC(=O)Nc3ccc(C(C)=O)cc3)n2)cc1
 : 1%, /, -8%, -5%, -4%[59 µM], -13%, 0%, -3%, -5%
Cc1cc(C)n2nc(C(=O)OCC(=O)c3ccc(F)cc3)nc2n1
 : -14%, -7%, -17%, 20%, 56µM*, 2%, /, /, -6%
CN(CCOc1ccc(CC2SC(=O)NC2=O)cc1)c1ccccn1 (stereo not given)
 : -21%&-18%, 14%, ?, 1%&5%, -1%[2.33 µM], -2%, /, 6%, /
CCc1ccc(-c2cc(C(=O)N3N=C(C(F)F)CC3(O)C(F)F)c3ccccc3n2)cc1 (stereo not given)
 : -17%, -3%, -21%, -8%, -13%[59 µM], -13%, -2%, -16%, -8%
O=C(CCCCC(=O)NNC(=O)COc1ccccc1)NNC(=O)COc1ccccc1
 : -1%, 29%, -5%, -5%, 35µM*, -3%, -5%, -5%, -19%
COc1ccc(S(=O)(=O)N2CCN(c3ccc(C)cc3C)CC2)cc1OC
 : -14%, -7%, ?, -17%, ?, 3%, 14%, -7%, 1%
O=C(COC(=O)c1cc([N+](=O)[O-])ccc1NCCO)NCc1cccs1
 : -6%, -5%, -15%, 7%, -45%, -4%, 1%, 6%, 7%
COc1ccc(NC(=O)C2CCCN2c2nn3c(=O)cc(C)nc3s2)cc1 (stereo not given)
 : -7%, 25%, -2%, 13%, 13%, 13%, -7%, 2%, -5%
CCCCSc1nnc2nc(C)cc(C)n12
 : 5%, 0%, -4%, 3%, -6%[12.7 µM], -15%, 0%, -1%, -7%
O=C(N/N=C/c1cccc([N+](=O)[O-])c1)c1ccc2c(c1)OCCO2
 : 9%, -4%, -5%, 9%, -24%[59 µM], -11%, 16%, -2%, 0%
COc1cc(C(=O)N=c2sccn2C)c([N+](=O)[O-])cc1OC
 : -15%, 51%, -25%, 121%[activator], 46%, -34%, 22%, -7%, 4%
CSc1nnc(NC(=O)c2ccco2)s1
 : -6%, 26%, -14%, 140%[activator], -24%, 3%, 2%, -6%, -29%
COc1ccc(CC(=O)Oc2cc(C)[nH]c(=O)c2[N+](=O)[O-])cc1
 : -13%, ?, -17%, -7%, -12%[59 µM], -12%, 47%, -2%, -3%
COc1cc(OC)cc(C(=O)Nc2nc(CC(=O)NCCc3ccccc3)cs2)c1
 : -12%, 12%, -32%, 10%, -31%, -8%, /, /, -12%
COC(=O)c1sc(S(=O)(=O)Nc2ccc(C)c(C)c2)c(C(=O)OC)c1C
 : -11%, 11%, -17%, -6%, ?, -14%, 19%, -1%, -33%

Going on with the list.
The line under a structure holds: POLH inh, APEX1 inh, JMJD2A Tudor, Pol iota inh, G9a block, Pol kappa inh, Pol beta inh, BLM inh, BAZ2B block
CC1(OC(=O)CCc2ccccc2)C(=O)C=C2C=C(c3ccc(C#N)cc3)N(CCc3c[nH]c4ccccc34)C=C2C1=O (stereo not given)
 : -9%, 7%[12.4 µM], ?, ?, -48%[59 µM], -8%, 1%, -3%[12.4 µM], -29%
CCOC(=O)N1CCN(C(=O)c2ccc3c(c2)NC(=O)C(N2CCOCC2)S3)CC1 (stereo not given)
 : -2%, -3%, -10%, 16%, 8%[59 µM], 3%, 13%, 1%, 6%
Cc1ccc(S(=O)(=O)N2CC(O)CC2C(=O)OCC(=O)Nc2ccc([N+](=O)[O-])cc2C(F)(F)F)cc1C (stereo not given)
 : -21%, 22%, -21%, 21%, /, -35%, /, /, /
C=C(C)c1cccc(C(C)(C)NC(=O)N2CCC(C)CC2)c1
 : -16%, 15%, 8%, 14%, -51%, -4%, 7%, -2%, 8%
Cc1cc(C)c(S(=O)(=O)N2CCCC(C(=O)N3CCCC3)C2)c(C)c1 (stereo not given)
 : -19%, -1%, -4%, -8%, /, -8%, 16%, -2%, -1%
Cn1c(N)c(C(=O)CCl)c(=O)n(Cc2ccccc2)c1=O
 : -6%, 0%, -10%, -7%, 8%, 9%, 4%, -2%, -2%
C=C(C)c1nc(N)nc(N)n1
 : -3%, -2%, -4%, 15%, 6%, 3%, 29%, 0%, 2%
CCN1CCN(Cc2ccc(NC(=O)c3cc(NC(=O)C(=O)c4c[nH]c5ccccc45)cc(OC)c3)cc2C(F)(F)F)CC1
 : -18%&-14%, -4%, 35µM*, ?, 1%[12.7 µM], -3%, 5%, 4%, 40µM*
O=S(=O)(NC(=NC1CCCCC1)c1ccccc1)c1ccccc1
 : -20%, 7%, -2%, 5%, 31%, -3%, 98%, -1%, -4%

Limited to POLH inh (3 entries from above):
Molecule | POLH inh
CC1(OC(=O)CCc2ccccc2)C(=O)C=C2C=C(c3ccc(C#N)cc3)N(CCc3c[nH]c4ccccc34)C=C2C1=O (stereo not given) | -9%
O=S(=O)(NC(=NC1CCCCC1)c1ccccc1)c1ccccc1 | -20%
Cn1c(N)c(C(=O)CCl)c(=O)n(Cc2ccccc2)c1=O | -6%

Compound activity from PubChem BioAssay.
